# Compound activity (PubChem BioAssay)
# p97 inhibitor: human p97 ATPase inhibition; recombinant p97 ATPase, Kinase-Glo ATP luminescence, 3 h; inhibition, % at 8 µM; 220,000 tested, 0.42% active; in the data active means inhibition above about 15%;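 further: 0% = DMSO vehicle and 100% = wells lacking enzyme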
# eIF4E 4G PPI: inhibitors of eIF4E and eIF4G interaction in translation initiation; inhibition, % at 21.7 µM; AID 782; TR-FRET eIF4E-eIF4GI(517-606) binding, 2 h; 220,000 tested, 0.37% active; P63073+Q04637;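 active means inhibition above about 30%, limit read from the data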;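 further: 0% = full FRET control wells and 100% = background wells lacking eIF4GI fragment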
# PGE2 EP2 inh: blocks the human prostaglandin E2 receptor EP2; C6 glioma cells expressing human EP2, cAMP TR-FRET; cells stimulated with saturating PGE2; inhibition, % at 25 µM; 260,000 tested, 0.52% active;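 active means percent inhibition above 40 after rounding to a whole number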;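 further: rat C6 glioma host cells with rolipram phosphodiesterase inhibitor present; the protocol text gives 20 µM as final concentration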
# EP2 modulator: EP2 receptor (human) modulation; 260,000 tested, 0.83% active; P43116; EP2-expressing cells, cAMP HTRF FRET, PGE2 co-stimulation; induction, % at 25 µM;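 active means compounds whose cAMP rise, as percent of the full-agonist control response, exceeds 60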;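 further: rat C6 glioma line stably carrying human EP2 under a CMV promoter; the protocol text gives 20 µM as final concentration; 100% = response of wells given 1 µM PGE2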
# NPY Y1 blocker: blocks the human neuropeptide Y Y1 receptor. inhibition, % at 3.6 µM. 200,000 tested, 1% active. P25929. AID 1040. HEK293-CNG Y1 cells, membrane potential fluorescence; NPY at EC95, then isoproterenol;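 active means inhibition above the campaign mean inhibition of all tested compounds plus 3 SD, cut at about 20% in these data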;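 further: 0% = DMSO wells given NPY plus isoproterenol and 100% = isoproterenol alone without NPY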
#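 System: HEK293 cells with Y1 receptor plus CNG channel / Probe or stimulus: NPY 25 nM then isoproterenol 1 µM plus Ro 20-1724 25 µM / Compound: one concentration, 3.6 µM, in 0.4% DMSO / Schedule: compound incubation 1 h at room temperature, readout 45 min post-stimulation / Measured by: membrane potential fluorescence / Read-out: % inhibition of NPY effect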
# NPY-Y1 PAM-ag: potentiators or agonists of human neuropeptide Y receptor Y1; AID 1304; 220,000 tested, 0.37% active; NPY-Y1 expressing cells, potentiator/agonist activation; activation, % at 3.6 µM; P25929; in the data active means activation above about 33%, passing the limit was not always enough;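 further: cells stimulated with NPY at EC10 then isoproterenol at EC100; 0% = low agonist plus stimulus and 100% = saturating agonist plus stimulus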
# S1P4 agonist: human S1P4 receptor agonism; activation, % at 4.98 µM; S1P4-expressing cell line, agonist reporter assay; O95977; 220,000 tested, 0.35% active; in the data active means activation above about 11%;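 further: 0% = DMSO vehicle and 100% = reference agonist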
# NPY2 pot ag: potentiates or activates human NPY-Y2 receptor; activation, % at 3.6 µM; cells expressing NPY-Y2, potentiator/agonist read-out; AID 1359; P49146; 220,000 tested, 0.45% active; in the data active means activation above about 27%;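 further: cells stimulated with NPY near EC25 plus isoproterenol at EC100; 0% = vehicle plus submaximal agonist and 100% = vehicle plus saturating agonist; some results beyond the cut were filed as inactive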
# S1P4 antagonist: antagonists of human S1P4 receptor; AID 1510; 220,000 tested, 0.26% active; inhibition, % at 4.98 µM; S1P4-expressing cells, antagonist mode, reporter read-out; O95977; in the data active means inhibition above about 29%;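 further: 0% = wells stimulated with agonist and 100% = vehicle wells without agonist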
# Numbers without * were called inactive; . = no result given; [ ] = another dose, or the depositor's remark. This is a subset; count on the stated rates, not on these rows.
SMILES,p97 inhibitor,eIF4E 4G PPI,PGE2 EP2 inh,EP2 modulator,NPY Y1 blocker,NPY-Y1 PAM-ag,S1P4 agonist,NPY2 pot ag,S1P4 antagonist
Cc1ccc(C)c(NC(=O)CSc2nc3nc(-c4cccs4)cc(C(F)(F)F)c3c(=O)[nH]2)c1,1,0,12,40,.,39,0.2,20,-7
CC1CC(C)CN(C(=O)C2CCCN(S(=O)(=O)c3cccc4nonc34)C2)C1 (stereo unspecified),-5,-5,16,1,-1,5,-1.4,2,-4
CC(Sc1nc2cc([N+](=O)[O-])ccc2n1-c1ccc(F)cc1)C(=O)NCc1ccc2c(c1)OCO2 (stereo unspecified),3,-2,2,6,7,-24,-0.4,-10,6
CCOc1cc(S(=O)(=O)NCCc2ccc(OC)c(OC)c2)c(OCC)cc1-n1cnnn1,-6,-6[fluorescence artefact?],5,6,0,-16,73*,-6,-12
Cc1c(C(=O)Nc2ccc(S(=O)(=O)NCC3CCCO3)cc2)cccc1[N+](=O)[O-] (stereo unspecified),-2,1,5,-23,-6,-3,-3.6,2,-19
Cc1cc(NS(=O)(=O)c2ccc(NC(=O)CSc3nc4sc(C(=O)O)c(C)c4c(=O)[nH]3)cc2)no1,3,2,6,41,-1,10,0.8,-8,4
CC(C)N1CCN(Cc2cccn2-c2nccs2)CC1CCO (stereo unspecified),3,3,7,7,3,1,-0.2,-11,-10
COc1ccc(N/N=C(C)/C(=N/O)C(=O)Nc2ccccc2)cc1,-11,-3,5,-42,2,14,-1.5,9,4
CN(C(=O)COC(=O)c1ccc2c(c1)OCO2)C1CCS(=O)(=O)C1 (stereo unspecified),5,5,9,29,-2,-5,0.4,12,-6
C#CCNC(=O)C1=C[C@H](c2ccc3c(c2)OCO3)[C@@H](CCCO)[C@H](OCC)O1,5,-1,2,-9,-1,-5,0.0,-13,-1
CCCOc1cccc(OCCSc2nc(C)cc(=O)[nH]2)c1,2,-6,4,47,8,-12,-2.7,2,-19
CC(C)Cn1c(=S)[nH]c2cc(C(=O)O)ccc2c1=O,7,6,4,8,.,1,0.9,2,-16
Cc1ccc(-c2csc(NC(=O)c3cccc(N4C(=O)CCC4=O)c3)n2)o1,2,0,19,-15,-2,-1,-1.3,3,-14
CCN=C1SC(CC(=O)Nc2ccccc2OCC)C(=O)N1CC (stereo unspecified),0,-7,3,22,2,-12,0.8,8,3
O=C(O)c1cccc(C(=O)Nc2cccc(NC(=O)C3CCCO3)c2)c1 (stereo unspecified),6,3,11,17,-4,16,1.3,13,-23

# 12 consecutive entries already listed:
SMILES,p97 inhibitor,eIF4E 4G PPI,PGE2 EP2 inh,EP2 modulator,NPY Y1 blocker,NPY-Y1 PAM-ag,S1P4 agonist,NPY2 pot ag,S1P4 antagonist
Cc1ccc(C)c(NC(=O)CSc2nc3nc(-c4cccs4)cc(C(F)(F)F)c3c(=O)[nH]2)c1,1,0,12,40,.,39,0.2,20,-7
CC1CC(C)CN(C(=O)C2CCCN(S(=O)(=O)c3cccc4nonc34)C2)C1 (stereo unspecified),-5,-5,16,1,-1,5,-1.4,2,-4
CC(Sc1nc2cc([N+](=O)[O-])ccc2n1-c1ccc(F)cc1)C(=O)NCc1ccc2c(c1)OCO2 (stereo unspecified),3,-2,2,6,7,-24,-0.4,-10,6
CCOc1cc(S(=O)(=O)NCCc2ccc(OC)c(OC)c2)c(OCC)cc1-n1cnnn1,-6,-6[fluorescence artefact?],5,6,0,-16,73*,-6,-12
Cc1c(C(=O)Nc2ccc(S(=O)(=O)NCC3CCCO3)cc2)cccc1[N+](=O)[O-] (stereo unspecified),-2,1,5,-23,-6,-3,-3.6,2,-19
Cc1cc(NS(=O)(=O)c2ccc(NC(=O)CSc3nc4sc(C(=O)O)c(C)c4c(=O)[nH]3)cc2)no1,3,2,6,41,-1,10,0.8,-8,4
CC(C)N1CCN(Cc2cccn2-c2nccs2)CC1CCO (stereo unspecified),3,3,7,7,3,1,-0.2,-11,-10
COc1ccc(N/N=C(C)/C(=N/O)C(=O)Nc2ccccc2)cc1,-11,-3,5,-42,2,14,-1.5,9,4
CN(C(=O)COC(=O)c1ccc2c(c1)OCO2)C1CCS(=O)(=O)C1 (stereo unspecified),5,5,9,29,-2,-5,0.4,12,-6
C#CCNC(=O)C1=C[C@H](c2ccc3c(c2)OCO3)[C@@H](CCCO)[C@H](OCC)O1,5,-1,2,-9,-1,-5,0.0,-13,-1
CCCOc1cccc(OCCSc2nc(C)cc(=O)[nH]2)c1,2,-6,4,47,8,-12,-2.7,2,-19
CC(C)Cn1c(=S)[nH]c2cc(C(=O)O)ccc2c1=O,7,6,4,8,.,1,0.9,2,-16

# Following part.
SMILES,p97 inhibitor,eIF4E 4G PPI,PGE2 EP2 inh,EP2 modulator,NPY Y1 blocker,NPY-Y1 PAM-ag,S1P4 agonist,NPY2 pot ag,S1P4 antagonist
COC(=O)c1cccc(NC(=O)c2cccnc2)c1,2,.,9,.,-5,-15,0.6,-24,4
O=C(CSCc1ccccc1Cl)N/N=C/c1ccco1,3,3,5,-13,1,7,0.8,14,5
N#CC(C#N)=C1C=CC=CN1/C(=C\c1ccco1)C(=O)c1ccccc1,7,19,16,-87,4,-18,-1.0,4,66*
O=C(NCc1ccccn1)c1nn(-c2ccccc2)c(=O)c2ccccc12,4,2,10,-1,0,-16,-1.3,1,-11
COc1ccc(NS(=O)(=O)/C=C/c2ccccc2)cc1,5,2,10,-11,3,-4,3.5,-2,-1
O=C(c1cccnc1)C1CCCN(Cc2nc(Cc3ccccc3)no2)C1 (stereo unspecified),4,5,1,-17,0,-17,-2.1,-20,5
CCc1ccc(-n2cc(-c3ccc([N+](=O)[O-])cc3)[nH]c2=S)cc1,4,2,4,9,-1,22,1.1,6,-8
CCn1ccc(C(=O)Nc2c(C)nn(Cc3c(F)c(F)c(F)c(F)c3F)c2C)n1,-4,-1,10,24,0,-18,0.3,4,13
CC(C)NC(=O)Nc1ccc(Br)cc1Cl,1,-3,0,1,-3,5,0.2,23,-3
O=C(CSc1ccccc1)Nc1cccc(S(=O)(=O)N2CCCC2)c1,3,1[fluorescence artefact?],2,4,1,-2,2.5,8,-6
C#CC(C)(CC)NC(=O)c1cc2cccc(CC=C)c2oc1=O (stereo unspecified),0,1,5,-66,5,-9,0.1,-11,0
COC(=O)c1cc2oc(C)cc2n1CC(=O)Nc1ccc(OC)c(OC)c1OC,3,7,10,1,-1,-13,-0.1,9,10
Cc1cc(C)n2nc(CC(=O)NC3CCCC(C)C3C)nc2n1 (stereo unspecified),3,0,5,7,0,-19,1.3,8,5
O=C(NCc1ccc(F)cc1)c1ccccc1OCc1ccccc1,-4,-1[fluorescence artefact?],3,81*,0,-36,1.4,-1,-13
Nc1cc(Cl)ccc1Oc1ccc2ccccc2c1,1,11,3,25,3,-16,1.4,-7,5
Cc1onc(-c2ccccc2Cl)c1C(=O)Nc1cccc(-c2nc3ncccn3c2C)c1,5,0,.,4,4,-22,0.8,14,-2
O=C(C1=NN[C@@H]2C(=O)N(c3cccc(C(F)(F)F)c3)C(=O)[C@H]12)c1ccc2ccccc2n1,3,-1,7,17,1,-12,0.3,4,-8
COc1ccccc1NC(=O)CSCC(=O)N1c2ccccc2CCc2ccccc21,0,16,4,24,1,-4,2.0,-1,-11
CC1(C(=O)CSc2n[nH]c(-c3ccccc3Cl)n2)CCC(=O)O1 (stereo unspecified),6,-4,9,7,0,-1,2.1,-4,-10
COc1ccc(CNC(=O)C2CCN(S(=O)(=O)c3c(C)n[nH]c3C)CC2)cc1,1,-4[fluorescence artefact?],7,1,-1,-10,2.0,27,5
CSc1nc2cc(S(=O)(=O)N3CCOCC3)ccc2s1,2,5,6,-6,1,0,-0.6,-7,4
O=c1[nH]c(=O)n(-c2ccc(F)cc2)c2c1C(C(F)(F)F)(C(F)(F)F)N=C(c1ccc(F)cc1)N2,2,0[fluorescence artefact?],25,-3,-4,-9,0.8,4,-6
COc1cccc(CNC(=O)CCNC(=O)Cn2ccc3ccccc3c2=O)c1,-2,3,8,23,-6,6,-0.8,-5,-9
COc1ccc(/C=N\NC(=O)COc2ccc(C(C)(C)C)cc2)cc1Cn1nc(C)cc1C,0,-12[fluorescence artefact?],9,3,2,-20,-0.8,-8,-13
COCC(=O)N1CCN(c2cccc(C(F)(F)F)c2)CC1,-2,-3,5,2,4,8,1.1,-8,3
CC(=O)Nc1ccccc1NS(=O)(=O)c1ccccc1[N+](=O)[O-],-2,2,10,37,2,-5,1.9,1,-19
CC1CCN(c2cc(N3CCOCC3)c(F)cc2[N+](=O)[O-])CC1,0,2,8,3,3,-28,-0.8,-10,-15
COc1ccc(/C=N/N=C2\SC(CC(=O)O)C(=O)N2c2ccccc2)cc1 (stereo unspecified),8,11,5,-2,9,-4,0.9,-13,6
CN(Cc1ccccc1)C(=O)c1cccc(N2C(=O)NC3CC2(C)Oc2ccccc23)c1 (stereo unspecified),-5,2,8,5,-4,0,-2.1,6,-9
c1ccc(-c2ccc(-c3ccccn3)nn2)nc1,-7,7,.,-4,3,13,1.6,-2,6
COc1ccc(-n2nc(C(=O)NCC(=O)NCC3COc4ccccc4O3)c3ccccc3c2=O)cc1 (stereo unspecified),8,1,4,-20,9,-12,1.2,-16,-3
CN(Cc1ccccc1)Cc1nc2scc(-c3ccccc3)c2c(=O)[nH]1,2,0,3,-27,0,8,-0.1,-15,-2
O=C1CC(N2CCCN(C3CC(=O)N(c4ccc(F)cc4)C3=O)CC2)C(=O)N1c1ccc(F)cc1 (stereo unspecified),2,2,12,3,0,-10,-1.4,1,-12
Cc1occc1-c1n[nH]c(=S)n1CC(C)C,0,-1,18,17,8,-18,2.1,-2,2
O=C(NCCOc1ccccc1)c1ccc2c(c1)OCO2,3,-3,9,-14,-2,3,0.1,10,-11
Cc1ccccc1-n1nc(C)c2cc(C(=O)N3CCN(S(=O)(=O)c4ccc(Cl)cc4)CC3)sc21,2,4,-8,-25,1,20,1.1,3,-10
COCC(C)NC(=O)c1cc2cccc([N+](=O)[O-])c2[nH]1 (stereo unspecified),4,-5,4,0,.,8,-0.3,-14,-2
O=C(Cn1nc(C(=O)O)c2ccccc2c1=O)c1cc(F)ccc1F,-8,-3,4,6,.,-9,-0.3,-3,1
CC(C)CNS(=O)(=O)c1ccc(CCC(=O)Nc2ccc3c(c2)OCCO3)cc1,-1,3,5,4,2,-11,0.1,2,11
NS(=O)(=O)c1ccc(S(=O)(=O)N2CCCC2)cc1,0,1[fluorescence artefact?],3,19,4,5,6.3,1,-28
COc1cc(CN2CCC(CO)(CCOc3ccccc3)CC2)cc(OC)c1OC,-2,2,8,15,-3,9,-2.3,7,-1
CCn1nc(CCC(=O)O)c2ccccc2c1=O,3,-1,6,22,0,1,2.3,6,-38
CCOC(=O)C(C)Sc1ncnc2nc[nH]c12 (stereo unspecified),3,0,12,6,-7,-6,-2.2,5,-3
